# HT1080NT lethal: kills 2HG-producing HT-1080-NT fibrosarcoma cells | HT-1080-NT fibrosarcoma viability, CellTiter-Glo ATP luminescence, 48 h | Potency, µM (top dose mostly 46.1 µM), without a hit: top-dose activity, negative = less viability, most hits filed as cytotoxic | 1.6% of 360,000 active;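 note: NT is the 2HG producing partner of a matched IDH1 knockdown line; potency is the fitted concentration of half-maximal effect; 0% = DMSO-treated cells and -100% = media-only wells without cells; nearly all actives have a fitted effect of over 55% in size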
#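 Viability of the 2HG-overproducing fibrosarcoma line after 48 hours of compound exposure at 37 degrees C was determined by luminescence with CellTiter-Glo, and concentration-effect curves were then fitted and categorized.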
# ATXN2 expr inh: reduces ATXN2 reporter expression in HEK-293 cells. HEK-293 ATXN2-luciferase reporter, luminescence, 24 h. Potency, µM (highest dose often 57 µM), inactives show at the top dose activity change, negative = inhibition, hits mostly inhibitors. 0.72% of 360,000 active; note: potency is the fitted concentration of half-maximal effect; % is set by controls: 0 for no effect and ±100 for the full control effect; nearly all actives have a fitted effect of over 55% in size
#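 ATXN2-luciferase reporter cells (luciferase flanked by upstream and downstream ATXN2 gene portions) were treated 24 h at 37 °C with compounds at up to 57 uM. SteadyGlo luminescence gave expression; GF-AFC fluorescence gave viability.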
# SW480 rereplic: DNA re-replication induction in SW480 cells; 1.8% of 340,000 active; SW480 DNA re-replication, Hoechst DNA content imaging, 48 h; AID 624297; Potency, µM (series often up to 46.1 µM), for the others: top-dose re-replication activation, usual class: activators; note: potency is the fitted concentration of half-maximal effect; % of control where 0% means no effect; nearly all actives have a fitted effect of over 55% in size
#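 250 cells/well; 23 nL cpd via pin tool; 48 hr, 37 C, 5% CO2; Hoechst 40 min; imager read of total nuclear intensity, ex 405/em 500-530 nm.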
# HT1080 IDH1KD tx: kills HT-1080 cells with IDH1 knockdown; HT-1080 IDH1 knockdown viability, ATP luminescence, 48 h; Potency, µM (titrated, usually from 46.1 µM), without a hit: top-dose activity, negative = toxicity, most hits filed as cytotoxic; 2% of 360,000 active; AID 686971;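 note: potency is the fitted concentration of half-maximal effect; 0% = DMSO wells and -100% = cell-free medium wells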
#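 Knockdown cells (IDH1KD HT-1080) received compounds 2 h after plating at 750 cells/well and were kept 48 h at 37 °C in 5% FBS RPMI. A CellTiter-Glo luminescence read gave % activity for curve fitting.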
# KB-3-1 cytotox: kills parental KB-3-1 adenocarcinoma cells | KB-3-1 viability, CellTiter-Glo ATP luminescence, 72 h | Potency, µM (top dose mostly 46.1 µM), for the others: top-dose activity change, negative = cytotoxic, actives largely listed as cytotoxic | 1.4% of 400,000 active | AID 1347075; note: potency is the fitted concentration of half-maximal effect; % is set by controls: 0 for no effect and ±100 for the full control effect; nearly all actives have a fitted effect of over 60% in size
#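 72 h, 37 °C compound treatment of KB-3-1 parental cells; CellTiter-Glo added, 10 min, luminescence read. Data corrected against DMSO-only plates and normalized before curve fitting.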
# IL-1B inflam inh: blocks inflammasome-driven IL-1 beta release; AID 743279; 4.7% of 360,000 active; THP-1 LPS/ATP IL-1B secretion, AlphaLISA, 16 h; stronger effect = lower value; activity change, % at 57.5 µM; in the data active = activity change below about -50%; inconclusive = mostly about -30% to -49%; note: % is set by controls: 0 for no effect and ±100 for the full control effect
#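 Secreted IL-1B measured by AlphaLISA bead assay after 16 h compound exposure of THP-1 cells; compounds (final up to 57.5 uM) added 1 h before LPS (250 ng/mL) and ATP (1.25 mM) stimulation; lower signal means less secretion.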
# MCF10A rereplic: induces DNA re-replication in MCF 10a normal breast cells; 2.9% of 350,000 active; AID 624296; Potency, µM (doses to about 46.1 µM), for inactives: at the highest dose activity, positive = re-replication, usual class: activators; MCF 10A DNA re-replication, Hoechst nuclear intensity, 48 h; note: potency is the fitted concentration of half-maximal effect; % of control where 0% means no effect; nearly all actives have a fitted effect of over 50% in size
# KB-V1 MDR tox: KB-V1 MDR subline cytotoxicity. KB-V1 MDR cells viability, CellTiter-Glo, 72 h. Potency, µM (series often up to 46.1 µM), for inactives: at the top dose activity change, negative = cytotoxicity, hits mostly cytotoxic. 3.4% of 400,000 active; note: potency is the fitted concentration of half-maximal effect; % is set by controls: 0 for no effect and ±100 for the full control effect; nearly all actives have a fitted effect of over 60% in size
#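 Cytotoxicity toward P-gp-expressing KB-V1 cells was determined as loss of CellTiter-Glo luminescence after 72 h at 37 degrees C. Compounds were tested in quantitative HTS format across a concentration range, with curves fitted to normalized data.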
# ATXN viability: reduces viability in counter-screen for ATXN expression inhibitors. S2 cells (HEK-293 line with an ATXN2-luciferase reporter) viability, CellTiter-Fluor protease fluorescence, 24 h. Potency, µM (series often up to 56.7 µM), most hits filed as cytotoxic. 0.49% of 400,000 active. AID 651635; note: potency is the fitted concentration of half-maximal effect; nearly all actives have a fitted effect of over 40% in size
# * = called active by the depositor; i = inactive; ? = inconclusive; nt = no result given; [ ] = another dose, or the depositor's remark. Unless noted, calls come from the whole dose curve; as a rule, active = well fitted curve in the direction sought with a large enough effect; inconclusive = small, poorly fitted or top-dose-only effect, or another doubt; inactive = no such curve, though single readings can be large; an effect the other way counts as inactive or inconclusive. Random draw from the library, and some 11% of all compounds hit somewhere here.
Compound | HT1080NT lethal | ATXN2 expr inh | KB-V1 MDR tox | ATXN viability | IL-1B inflam inh | MCF10A rereplic | SW480 rereplic | KB-3-1 cytotox | HT1080 IDH1KD tx
CCOC(=O)c1cc(-c2nnc(-c3ccc(Oc4ccccc4)cc3)o2)c(C)nc1C | 1% | 8% | 2% | i | 20 | 0% | -12% | 4% | 3%
CCn1c(CNC(=O)COc2ccc(C(C)C)cc2)nnc1SCC(=O)Nc1cc(F)ccc1C | ? | -24% | ? | i | -5 | ? | 3% | -15% | ?
Cc1ccc(OCC(=O)Oc2ccc(C)c(C)c2)cc1 | -3% | -9% | ? | i | -2 | 6% | 4% | 6% | 16%
OCCOCCN1CCN(C(=S)Nc2ccccc2)CC1 | -4% | nt | 12% | i | 4 | 5% | 8% | -5% | -1%
Cc1cc(C)nc(-n2ncc3c2CC(c2ccccc2C)CC3=O)n1 (centres undefined) | 2% | nt | 14% | i | 25 | 10% | -8% | -2% | -1%
Cc1ccc(Nc2nc(N)nc(CSc3nnc(-c4ccncc4)o3)n2)cc1 | 13% | -20% | 4% | i | 12 | -6% | -4% | 5% | 6%
CN(CC(=O)Nc1nc2ccccc2s1)S(=O)(=O)c1ccc(Cl)cc1 | -18% | -7% | -7% | i | -10 | ? | 1% | -7% | -24%
CCC(=O)c1ccc(OCC(O)CN2CCN(c3cccc(C(F)(F)F)c3)CC2)cc1 (centres undefined) | -22% | -4% | ? | i | -11 | ? | 3% | ? | -24%
O=C(Cn1ncc2ccccc21)N1CCN(c2cccc(C(F)(F)F)c2)CC1 | -26% | 0% | ? | i | -6 | -1% | 14% | ? | -6%[9.24 µM]
CC(C)C(=O)Nc1nc(-c2ccc([N+](=O)[O-])cc2)cs1 | -19% | -26% | ? | i | -16 | ? | 0% | -2% | -14%
O=C(COC(=O)C1CCC1)Nc1ccccc1Sc1ccccc1 | -1% | -15% | -15% | i | 1 | -3% | -3% | 1% | 0%
COC(=O)Cc1ccc(NC(=S)NNC(=O)c2ccccc2Br)cc1 | 21% | -3% | ? | i | -19 | -9% | 1% | 14% | ?
CCN=C(NCC)SC1CC(=O)N(c2ccc(OC)cc2)C1=O (centres undefined) | 1% | -13% | -8% | i | 0 | -10% | 1% | 9% | 9%
COc1cc(C#N)ccc1OC(=O)c1cccc(S(=O)(=O)N2CCN(C)CC2)c1 | -2% | -19% | -10% | i | -7 | 6% | 1% | -26% | -6%
CCCCN1C(=O)/C(=C/C=C2/CC(C)(C)CN2C)SC1=S | -3% | 65%[activator] | -2% | i | -59* | ? | -3% | 1% | -7%
CCCc1nnc(SCc2cc(=O)c3c(C)cc(C)cc3[nH]2)n1C | nt | 2% | 12% | i | nt | nt | nt | 0% | nt
Cc1nc2cc(-c3cccc(F)c3)nn2c(C)c1CCC(=O)N1CCN(c2ccc(F)cc2)CC1 | nt | -19% | 1% | i | nt | nt | nt | -11% | nt
Cc1ccc(S(=O)(=O)N2C(c3ccccc3)CC(=O)C3CN(S(=O)(=O)c4ccc(Cl)cc4)C(c4ccccc4)CC32)cc1 (centres undefined) | 9% | nt | -31% | nt | -22 | nt | nt | -9% | 17%
CCc1cccc(NC(=O)CCCn2nc(C)c3c(C)n(-c4ccccc4)nc3c2=O)c1 | -2% | 4% | -15% | i | -23 | 0% | 4% | -1% | 6%
CCOC(=O)c1cc(-c2ccc(C)cc2)n(CCC(=O)NCc2ccccc2)c1C | nt | -16% | 0% | ? | nt | nt | nt | 9% | nt
O=C(Nc1cccc(-c2nc3ccccc3s2)c1)c1ccc2c(c1)OCO2 | -5% | 22% | -5% | i | 15 | ? | ? | 4% | -11%
CC(C)(O)C#Cc1ccc(C(=O)NCc2cccs2)s1 | 1% | 46%[activator] | 0% | i | 0 | -6% | -4% | 20% | 1%
On1onc2c3cc(-c4ccccc4)nc3ccc21 | -24% | ? | 15µM* | ? | -14 | 8.2µM* | 7.3µM* | -24% | ?
CCOC(=O)c1nnsc1NC(=O)Nc1ccc(OC)cc1 | 10% | -5% | -11% | i | -2 | 1% | -2% | 18% | 15%
COc1cc(C)nc(N2CCCC(C(=O)Nc3cccc(Cl)c3C)C2)n1 (centres undefined) | 9% | -8% | -19% | i | 16 | 22% | -3% | -25% | 5%
O=C(COC(=O)CNS(=O)(=O)/C=C/c1ccccc1)Nc1cccc2ccccc12 | -5% | -10%[11.3 µM] | 6% | i | 16 | 7% | -1% | 27% | -12%
NNC(=O)CCCCCCCCCCOCCCCO | -18% | 1% | 9% | i | 16 | 14% | 3% | 1% | -22%
COc1ccc(C2C(C(=O)c3ccco3)=C(O)C(=O)N2CC2CCCO2)cc1 (centres undefined) | 3% | 4% | ? | i | 3 | ? | -2% | -5% | -4%
COc1nc(-c2ccc(Cl)cc2)ccc1-c1noc(-c2ccco2)n1 | -2% | 2% | 0% | i | -2 | ? | -3% | 6% | 7%
COc1ccc(NC(=O)CN(c2cc(C)cc(C)c2)S(=O)(=O)c2c(C)noc2C)cc1OC | 0% | -22% | 0% | i | 13 | ? | 1% | -7% | 2%
CC(=O)Nc1c([N+](=O)[O-])cc(C)c(Cl)c1[N+](=O)[O-] | 11% | 6% | 6% | i | -5 | 1% | -6% | ? | -2%
CCN(C(=O)COC(=O)CCC(=O)c1ccc(C)cc1)c1c(N)n(Cc2ccccc2)c(=O)[nH]c1=O | -3% | 10% | 13% | i | -4 | 6% | -7% | -5% | -1%
O=C1C2C(C(=O)N1CCc1ccccc1)C1C=CC2C12CC2 (centres undefined) | -10% | 33% | ? | i | -5 | -3% | -2% | 3% | 4%
COc1ccc(NC(=O)CSc2nc(C)cc(C)n2)cc1 | 0% | 8% | 2% | i | 3 | -3% | -2% | 16% | 7%
CC(NC(=S)Nc1ccccc1Cl)C(c1ccccc1)N1CCOCC1 (centres undefined) | -2% | -31% | -7% | i | -20 | -27% | -16% | -8% | -11%
COc1ccc(OC)c(CCNc2ncnc3onc(C)c23)c1 | nt | -27% | -13% | i | nt | nt | nt | ? | nt
COc1ccc(N=NC2=C(O)CC(C)(C)CC2=O)cc1 | 13% | 21% | 4% | i | 4 | -16% | -3% | 21% | -7%
O=C(COc1ccc(Cl)cc1)NNC(=S)NCc1ccccc1 | -10% | -22% | ? | ? | -12 | 3% | -3% | 2% | -17%
Cc1cc(C(=O)CN2C(=O)NC3(CCCCC3)C2=O)c(C)n1Cc1ccco1 | 2% | 52%[activator] | -8% | i | -23 | 8% | -9% | -10% | -1%
O=C(NC1CCCCC1)C(c1ccc(O)cc1)N(C(=O)c1cnccn1)c1cccc(F)c1 (centres undefined) | 11% | -7% | -2% | i | 3 | 4% | 2% | 13% | 4%
Cc1ccc(S(=O)(=O)NC(=O)COc2ccc(Cl)cc2Cl)cc1 | -1% | -2% | 0% | i | 33 | 14% | -12% | -5% | -7%
COc1ccc(NC(=O)COC(=O)CCc2ccc(S(=O)(=O)N3CCOCC3)cc2)c(OC)c1 | -3%[9.24 µM] | 10% | 13% | i | 10 | 6% | 4% | 17% | 7%
CC(C)CC(=O)OCc1cn(-c2ccccc2)nn1 | 6% | 17% | 18% | i | 20 | 2% | 0% | 11% | 3%
CCCN(CC(=O)Nc1ccccc1C)C(=O)c1cccc(S(=O)(=O)N2CCN(c3ccccc3)CC2)c1 | -1% | 0% | ? | i | -4 | 4% | 5% | -22% | -17%
CC1(c2ccc(OC(F)F)cc2)NC(=O)N(CC(=O)N2c3ccccc3NC(=O)C2(C)C)C1=O (centres undefined) | -14% | 3% | 6% | i | 18 | 11% | -18% | -9% | -7%
O=c1cc(N2CCc3ccccc3C2)[nH]c(=O)n1Cc1ccc(F)cc1 | 0% | -18% | -28% | i | -9 | -3% | 19% | -14% | -1%
COc1ccc2nc3sc(C(=O)Nc4cc(Cl)c(OC)cc4OC)cc3cc2c1 | nt | 12% | 0% | i | nt | nt | nt | 1% | nt
Nc1cc([N+](=O)[O-])ccc1Nc1ccc(O)cc1 | -10% | nt | -11% | nt | -9 | 15% | 6% | -4% | -23%
N/C(=N\OC(=O)/C=C/c1ccccc1)c1ccccc1 | 18% | 95%[activator] | 14% | i | 5 | 0% | -4% | 1% | 0%
CSc1nc(N)c2c3c(sc2n1)COC(C(C)C)C3 (centres undefined) | -5% | 0% | ? | i | 43 | 2% | -6% | -30% | 0%
O=C(CNC(=O)c1cccc(F)c1)N/N=C/c1cccnc1 | 1% | nt | 0% | i | 59 | ? | -19% | -9% | 0%
Cc1cc(C)c(O)c(-c2cc(C(=O)Nc3cccnc3)[nH]n2)c1 | ? | -6% | -6% | ? | nt | 27% | ? | -31% | 1%
c1ccc(-c2nnnn2CCOCCn2nnnc2-c2ccccc2)cc1 | -13% | 6% | ? | i | 5 | 1% | 7% | -2% | 1%
O=S(=O)(NCc1ccc(F)cc1)c1cccc(S(=O)(=O)N2CCOCC2)c1 | 9% | 8% | -20% | i | 8 | 5% | -7% | 2% | -3%
CCOc1ccc(NC(=O)Cn2c(=O)n(Cc3ccc(C(=O)NCc4ccc5c(c4)OCO5)cc3)c(=O)c3ccccc32)cc1 | nt | 10% | ? | i | nt | nt | nt | ? | nt
Cc1cc(C)n2nc(SCCC(=O)NCc3ccccc3)nc2n1 | 10% | -2% | -12% | i | 19 | 13% | -3% | 3% | 11%
COc1ccc(-n2nc(C(=O)NCC(=O)Nc3cccc(Cl)c3)c3ccccc3c2=O)cc1OC | 0% | ? | -19% | i | 2 | 21% | 12% | -7% | 15%
NC1(C(=O)O)CSSC1 | ? | ? | 6.5µM* | ? | -77* | 10µM* | ? | ? | ?
CC1(C)CC(=O)C2=C(C1)NCN(Cc1ccccc1)C2 | 0% | 1% | 12% | i | -7 | 0% | 0% | 6% | -1%

# Bioassay records (PubChem)
